Dynein cargo inh = blocks dynein driven cargo transport along microtubules; z-score, hits read low; hit rate 0.47% among 220,000; 3617.4 mouse cells, GR-EGFP nuclear translocation imaging; test concentration mostly 20 µM; stimulated with dexamethasone, 1 µM; hits give low values; AID 1381;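 active = plate z-score of nuclear minus cytoplasmic receptor signal below a set negative limit, without overly bright fluorescence or cell loss, cut at about -3.5 in these data, passing the limit was not always enough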;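 note: z-score of nuclear minus cytoplasmic ring GR-EGFP intensity difference per well; some compounds called inactive have numbers as strong as hits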
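Buffer or medium: Induction medium lacking tetracycline, stripped serum | Also added: Dexamethasone agonist, 1.0 µM final, for 30 min | Timing: 48 h induction, 1 h compound, 30 min dex at 37 °C | Detection: Formaldehyde fixation, Hoechst nuclear stain, 10x automated fluorescence imaging | Measure: Nuclear versus cytoplasmic GR-EGFP signal, averaged per well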
Insulin prom up = MIN6 insulin promoter up-regulation; z-score at 5 µM; MIN6 insulin promoter-GFP reporter, high-content imaging; hits give high values; AID 1625; hit rate 0.3% among 190,000;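 active = z-score above 3 at 5 µM with at least 500 cells counted in the well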
Yfh1-depleted yeast = enhancers of respiration in Yfh1-depleted yeast, dose response, Friedreich's ataxia, plus single-dose screen (AID 1465) | S. cerevisiae Yfh1-off respiration, WST-1 reduction, 72 h; higher fold induction means a stronger effect | fold induction at 50 µM, or EC50 in µM where a hit was titrated | hit rate 0.074% among 220,000;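 active = fold induction of absorbance versus untreated yeast above a set limit, then at least 30% activation at any dose in follow-up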;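 note: activators that raise dye reduction in frataxin-depleted yeast; strong numbers were not always called active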
NOD1 inhibition = NOD1 signaling inhibitors, primary screen, cell-based, luminescence, uHTS (AID 1578) | NOD1-driven NF-kB luciferase reporter cells, luminescence; higher % means a stronger effect | inhibition, % at 4 µM; hits with a dose series show EC50 in µM | hit rate 1% among 290,000; in the data active = inhibition mostly above about 36%, no sharp cut-off; inactive = mostly below about 34%;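 note: HEK-293T reporter cells stimulated with the NOD1 agonist gamma-tri-DAP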
M17LAP inhibition = P. falciparum M17LAP inhibitors, primary screen, biochemical, fluorogenic H-Leu-NHMec substrate, 1536-well (AID 1619); recombinant M17LAP, H-Leu-NHMec fluorogenic kinetic assay; higher % means a stronger effect; inhibition, % at 30 µM, or IC50 in µM where a hit was titrated; hit rate 0.38% among 220,000;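 active = compound inhibiting the enzyme by more than half at any dose during confirmatory dose-response retesting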;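 note: plate controls were full reaction with DMSO carrier for no effect and no enzyme background for full effect; strong numbers were not always called active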
Autophagy mod = autophagy modulation, high-content screen | calls only at 10 µM (by protocol) | AID 463193 | hit rate 0.98% among 190,000 | MEF GFP-LC3 puncta imaging; test concentration mostly 10 µM;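 active = percentage of spot-positive cells more than 3 SD above its plate mean, without a fluorescence outlier flag or 80% toxicity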;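 note: spot-positive cell cutoff set from DMSO-treated cells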
HEK293 NOD2/NF-kB = NOD2 signaling inhibitors, cell-based, luminescence, uHTS, HEK293 (AID 1566); HEK293 NOD2/NF-kB luciferase reporter, luminescence; higher % means a stronger effect; inhibition, % at 4 µM, or EC50 in µM where a hit was titrated; hit rate 0.63% among 290,000; in the data active = inhibition above about 50%; note: many of its hits are not listed in these tables
bCat nuc transl = modulators of beta-catenin nuclear translocation; HeLa beta-catenin nuclear translocation, immunofluorescence imaging; hit rate 0.3% among 190,000; nuclear translocation activity, % at 5 µM; AID 1665;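 active = nuclear translocation activity above 50% at 5 µM, with a well cell count of 50 or more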;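 note: per-cell ratio of nuclear to cytoplasmic median beta-catenin stain intensity; plate controls were DMSO negative control for no effect and GSK-3 inhibitor IX positive control for full effect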
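Test system: human HeLa cells, endogenous beta-catenin. Times: 24 h compound exposure, 37°C. Measured by: beta-catenin immunofluorescence imaging with DAPI.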
MT stabilizer = stabilizes microtubules in HeLa cells; HeLa tubulin immunostaining HCS, 24 h; share of cells brighter than vehicle mean+2SD; % tubulin-high responders, % at 10 µM; AID 2205; hit rate 0.83% among 200,000;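 active = plate Z-score above 3 for both tubulin-high and condensed-nucleus cell shares, with cell loss under 80%, at 10 µM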;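 note: anti alpha tubulin signal scored within the nucleus-defined area of each cell; some results filed as inactive read as strong as hits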
Dynein cargo inh cytoplasmic EGFP = further read-out of Dynein cargo inh, marked with its call; z-score; measured here: cytoplasmic GR-EGFP intensity; hits give high values
Dynein cargo inh nuclear GR-EGFP = further read-out of Dynein cargo inh, marked with its call; z-score; measured here: nuclear GR-EGFP intensity;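 lower value marks the stronger effect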
Dynein cargo inh cell count = also measured in Dynein cargo inh; calls as there; z-score; measured here: cell count per field
Insulin prom up cell count = also measured in Insulin prom up; calls as there; cell count; measured here: cytotoxicity, nuclei count;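 total cells summed across four imaged fields per well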
bCat nuc transl cell count 5 µM = further read-out of bCat nuc transl, marked with its call; cell count; measured here: cell count, cytotoxicity flag
MT stabilizer Hoechst-high % = recorded beside MT stabilizer, whose call it bears; % Hoechst-high responders; measured here: nuclear condensation Hoechst responders;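 share of cells brighter than vehicle mean plus two SD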
MT stabilizer cytotoxicity % = also measured in MT stabilizer; calls as there; toxicity, %; measured here: cytotoxicity by cell density;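 0% = mean cell density of plate MIN control wells and 100% = no cells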
Autophagy mod cell loss 18 h = further read-out of Autophagy mod, marked with its call; toxicity, %; measured here: cell loss, nuclei count;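 cell loss after 18 h compound exposure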
Starred values were filed as active, the others as inactive; i = inactive; x = not tested or not shown.

SMILES | Dynein cargo inh | Dynein cargo inh cytoplasmic EGFP | Dynein cargo inh nuclear GR-EGFP | Dynein cargo inh cell count | Insulin prom up | Insulin prom up cell count | Yfh1-depleted yeast | NOD1 inhibition | M17LAP inhibition | Autophagy mod | Autophagy mod cell loss 18 h | HEK293 NOD2/NF-kB | bCat nuc transl | bCat nuc transl cell count 5 µM | MT stabilizer | MT stabilizer Hoechst-high % | MT stabilizer cytotoxicity %
O=C(NCc1ccc(-c2csnn2)cc1)c1cc(Cl)cc(Cl)c1 | 0.6 | -0.27 | 0.14 | 0.14 | x | x | i | 1% | 12% | x | x | 5% | -1.0 | 1315 | x | x | x
Cc1nc(N)ncc1Sc1ccccc1 | -1.1 | -0.28 | -0.8 | 1.5 | x | x | i | -8% | 8% | x | x | 6% | 0.3 | 1088 | x | x | x
CC(C)OC(=O)c1cc(=O)[nH]c2ccccc12 | -0.13 | -0.19 | 0.19 | -0.44 | 0.82 | 1422 | i | -24% | 1% | i | -9 | 18% | -2.1 | 963 | 4.7 | 3.8 | 7.3
CC(C)CNC(=O)CSc1nc2nn(-c3ccccc3)c(=O)c-2c2n1CCCCC2 | 0.024 | -0.13 | -0.28 | 0.24 | x | x | i | -21% | 24% | i | 20 | -5% | 0.3 | 998 | 2.5 | 1.7 | 7.1
CCC(=O)Nc1cccc(C(=O)c2ccc(C)c(C)c2)c1 | 0.23 | -0.31 | 0.81 | -0.43 | -0.49 | 1585 | i | 2% | 0% | i | 9 | 20% | -1.1 | 1006 | 5.1 | 2.7 | 7.3
CCN1CCN(C(=S)c2ccc(OCC(=O)N3CCOCC3)cc2)CC1 | 0.23 | -0.13 | 0.25 | 1.2 | 0.18 | 1006 | i | 1% | 6% | i | 5 | 11% | x | x | 4.3 | 2.3 | 8.7
CCN1C(=O)c2cccc3cccc1c23 | -1.1 | -0.29 | -0.6 | -0.16 | -0.93 | 872 | i | -7% | 5% | i | 7 | -10% | 12 | 963 | 8.8 | 3.2 | 4.8
OCC1(CCCc2ccccc2)CCN(Cc2cc(F)ccc2F)CC1 | -1.3 | -0.27 | -0.79 | 1.1 | -0.42 | 1422 | i | -18% | -6% | i | 14 | 18% | 0.0 | 1175 | 4.5 | 2.0 | 7.0
CC(C)(C)NC(=O)Cn1nnnc1-c1nonc1N | -0.5 | -0.16 | -0.045 | 1.4 | 0.67 | 1347 | i | -18% | -7% | i | 0 | -3% | -1.3 | 1097 | 2.8 | 0.8 | 5.1
NC(=S)NNC(=O)Nc1ccc(Cl)c(Cl)c1 | 0.66 | -0.16 | 1.2 | -1.6 | -0.04 | 1154 | i | 7% | -4% | i | 0 | 9% | 1.3 | 911 | 2.5 | 1.8 | 6.0
COc1ccc(-c2nnc(SC(C(=O)c3c[nH]c4ccccc34)c3ccccc3)n2N)cc1OC (stereo not given) | -0.34 | -0.3 | -0.63 | 0.37 | -0.14 | 1215 | i | -4% | -5% | i | 0 | -3% | 0.5 | 1100 | 1.7 | 3.4 | 11
NS(=O)(=O)c1ccc(NC(=O)/C=C/c2ccccc2Cl)cc1 | -1.3 | 0.048 | -0.98 | 1.6 | -1 | 1297 | i | -2% | 0% | i | -1 | 31% | 1.4 | 1020 | 4.0 | 2.2 | 1.4
C=CCn1c(SCc2nc3ccccc3c(=O)[nH]2)nc2scc(C3CC3)c2c1=O | 0.9 | 0.21 | 0.36 | -1.1 | 0.02 | 1372 | i | -17% | -8% | x | x | -49% | 0.9 | 1000 | x | x | x
NNC(=O)c1sc(-c2ccc(Cl)cc2)cc1N | -0.013 | -0.2 | 0.063 | 0.057 | -0.02 | 1352 | i | -50% | 11% | i | -10 | -22% | 1.9 | 1094 | 3.0 | 2.2 | 1.6
CC(=O)c1ccc(NC(=O)c2cc(Cl)sc2Cl)cc1 | 1.1 | 0.018 | 0.73 | -1.5 | 0.58 | 1501 | i | -44% | -5% | i | -2 | -62% | -3.9 | 1127 | 4.0 | 2.7 | 9.8
CC1(C)Cc2cccc(OCC(=O)Nc3cccnc3Cl)c2O1 | 0.18 | -0.25 | 0.16 | 0.23 | -0.75 | 859 | i | 1% | -10% | i | -5 | 20% | x | x | 1.8 | 1.6 | 8.4
CCc1ccccc1NC(=O)CN(C)C(=O)CSc1nn(-c2ccccc2)c(=S)s1 | 0.5 | -0.27 | 0.17 | -0.29 | 0.13 | 1420 | i | -25% | -5% | i | 5 | 3% | -1.7 | 1190 | 2.7 | 2.3 | 7.0
O=c1[nH]c(NNC(=S)NCc2ccccc2)nc2c1C1(CCCCC1)Cc1ccccc1-2 | 0.026 | -0.23 | 0.12 | 0.42 | 0.57 | 1447 | >100µM* | -16% | 2% | i | -3 | 9% | -0.2 | 1161 | 2.6 | 1.7 | 7.7
Cc1cc(NCCCN2CCOCC2)n2nc(C)c(-c3ccccc3)c2n1 | 0.66 | -0.0029 | 0.28 | -0.35 | -2 | 994 | i | -6% | 13% | i | 26 | 1% | -0.9 | 1043 | 3.0 | 1.9 | 5.0
Cc1ccc(CSc2nnc(NC(=O)Cn3cnc4ccccc4c3=O)s2)cc1 | 0.054 | -0.26 | 0.19 | -0.34 | -1.4 | 1150 | i | -39% | 0% | i | 2 | -3% | -0.4 | 1115 | 3.3 | 2.2 | 4.1
CC(=O)Nc1ccc(NC(=O)C(C)OC(=O)/C=C/c2cnc3ccccc3n2)cc1 (stereo not given) | -0.28 | -0.19 | 0.28 | -0.3 | -0.27 | 1099 | i | -2% | 10% | x | x | 13% | 1.0 | 1252 | x | x | x
CCOCCCn1c(=S)[nH]c2cc(C(=O)NCC(OC)OC)ccc2c1=O | -0.81 | -0.27 | -0.43 | 0.41 | 1.4 | 1197 | i | 4% | 1% | i | -7 | -6% | 0.5 | 1110 | 0.9 | 1.9 | 8.7
O=C(NNC(=S)Nc1cccc(C(F)(F)F)c1)c1cccc(Cl)c1 | -0.25 | -0.083 | -0.074 | 1.1 | -0.07 | 1309 | i | 9% | -12% | i | 5 | 21% | 6.5 | 539 | 3.8 | 2.7 | 0.2
COc1ccc(C(=O)NNC(=O)C(NC(=O)c2ccccc2NC(=O)c2ccco2)C(C)C)cc1 (stereo not given) | 0.13 | -0.14 | 0.56 | -1.8 | 0.06 | 1422 | i | -10% | -3% | i | 10 | 19% | 0.3 | 1014 | 2.9 | 2.8 | 4.0
C/C(=N/Nc1nc(-c2ccccc2)c(CC(=O)O)s1)c1ccccc1 | -1.7 | 0.89 | -0.66 | 0.048 | 0.08 | 1333 | i | -4% | -2% | x | x | -11% | 1.8 | 1304 | x | x | x

Later entries.
SMILES | Dynein cargo inh | Dynein cargo inh cytoplasmic EGFP | Dynein cargo inh nuclear GR-EGFP | Dynein cargo inh cell count | Insulin prom up | Insulin prom up cell count | Yfh1-depleted yeast | NOD1 inhibition | M17LAP inhibition | Autophagy mod | Autophagy mod cell loss 18 h | HEK293 NOD2/NF-kB | bCat nuc transl | bCat nuc transl cell count 5 µM | MT stabilizer | MT stabilizer Hoechst-high % | MT stabilizer cytotoxicity %
CC(=O)Nc1ccc(S(=O)(=O)NC(CC(=O)O)c2ccc(C)cc2)cc1 (stereo not given) | -0.074 | -0.2 | -0.074 | 0.35 | 0.03 | 1160 | i | -9% | -1% | x | x | 14% | 0.5 | 1236 | x | x | x
CCN(CC)C(=N)/C(C#N)=N/Nc1ccccc1 | -0.76 | -0.24 | -0.37 | 0.86 | -0.24 | 1081 | i | -4% | 17% | x | x | -27% | -1.8 | 1310 | x | x | x
C/C(CCN1CCCCc2nc(C)c(C)cc21)=N\O[C@@H](C)CN1CCCCc2nc(C)c(C)cc21 | 0.41 | 0.17 | 0.55 | 0.42 | -0.5 | 1232 | x | -14% | 13% | i | 15 | 7% | x | x | 4.3 | 4.1 | 8.4
CCOC(=O)c1ccccc1OCc1cc(/C=N/NC(=O)c2ccncc2)ccc1OC | -0.59 | -0.0041 | -0.19 | 0.88 | -0.72 | 912 | i | -7% | 2% | x | x | 7% | 0.0 | 1295 | x | x | x
Cc1cc(C)c(C)c(S(=O)(=O)Nc2ccccc2C(=O)NCCCn2ccnc2)c1C | 0.29 | -0.21 | 0.43 | 0.66 | -0.07 | 1140 | i | 11% | 4% | i | -8 | 18% | -3.3 | 1067 | 3.2 | 2.6 | 7.0
O=C(COc1ccccc1)Nn1cnc2ccccc21 | 0.48 | -0.12 | 0.86 | -0.79 | x | x | i | -17% | 17% | i | 8 | -7% | x | x | 3.9 | 1.0 | 0.6
CCC(C)Oc1nc(C)cc(C)c1S(=O)(=O)c1ccccc1C (stereo not given) | 0.56 | -0.17 | 0.12 | -0.24 | x | x | i | 0% | 4% | i | 17 | 9% | x | x | 3.8 | 2.9 | 5.8
CCC1=NN(C(=O)COc2ccccc2)C(O)(c2ccncc2)C1 (stereo not given) | 0.072 | -0.27 | -0.24 | 0.69 | -0.12 | 1561 | i | 5% | 11% | i | 0 | 12% | -1.9 | 961 | 2.6 | 1.5 | 9.0
CCOC(=O)C1=C(C)Nc2ccccc2N=C1NC(=O)C(CC)c1ccccc1 (stereo not given) | -0.34 | -0.18 | -0.31 | 0.34 | 0.87 | 1400 | i | -9% | 7% | i | 14 | 9% | -3.2 | 1117 | 4.9 | 1.6 | 4.0
COc1ccc(C)cc1NC(=O)CCN1CCCC1 | -1.1 | -0.27 | -0.45 | 1.7 | -1.7 | 1132 | i | x | -6% | i | 0 | 9% | -1.7 | 1048 | 3.5 | 2.7 | 21

An excerpt from above in order of their number in Dynein cargo inh, falling:
molecule | Dynein cargo inh
O=C(COc1ccccc1)Nn1cnc2ccccc21 | 0.48
Cc1cc(C)c(C)c(S(=O)(=O)Nc2ccccc2C(=O)NCCCn2ccnc2)c1C | 0.29
CCN(CC)C(=N)/C(C#N)=N/Nc1ccccc1 | -0.76

Assay outcomes (PubChem)

A portion of the library; the hit share may differ from the screen's.
